High-throughput results as filed in PubChem.
M1 antag – blocks the rat M1 muscarinic receptor response to acetylcholine; CHO-M1 cells, Fluo-4 calcium, ACh EC80 antagonist mode; hits give low values; P08482; hit rate 3.4% among 64,000; AID 628; B-score at 10 µM;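 active means calcium fluorescence response, raw or row-and-column corrected B-score, differing from the plate sample mean either way at a set confidence level, mostly lower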
Ecoli tolC – blocks growth of E. coli BW25113 tolC mutant; OD615; growth inhibition, % at 10 µM (by protocol); hit rate 2.2% among 65,000;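 active means growth inhibition at or above a cutoff equal to the mean over every tested compound plus 3 SD, cut at about 60% in these data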;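 further: growth measured after 20 h incubation at 37 °C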
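signal = optical density read at 615 nm | test system = E. coli ΔtolC::kan strain BW25113 | timing = 20 h compound exposure of bacteria at 37 °C | buffer or medium = LB medium plus 50 µg/mL kanamycin | compound dosing = 10 µM final, single dose | evaluation = % inhibition of E. coli growth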
D1 allo mod – allosteric modulators of human D1 dopamine receptor; P21728; HEK293 D1, CRE-luciferase, dopamine EC30 potentiation; actives deviate in either direction; B-score at 10 µM; hit rate 5.9% among 58,000; AID 641;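 active means luminescence count or its row- and column-corrected plate score outside the 99.7% band of the plate's sample wells, on either side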
Target sequence (P21728 whole entry, looked up): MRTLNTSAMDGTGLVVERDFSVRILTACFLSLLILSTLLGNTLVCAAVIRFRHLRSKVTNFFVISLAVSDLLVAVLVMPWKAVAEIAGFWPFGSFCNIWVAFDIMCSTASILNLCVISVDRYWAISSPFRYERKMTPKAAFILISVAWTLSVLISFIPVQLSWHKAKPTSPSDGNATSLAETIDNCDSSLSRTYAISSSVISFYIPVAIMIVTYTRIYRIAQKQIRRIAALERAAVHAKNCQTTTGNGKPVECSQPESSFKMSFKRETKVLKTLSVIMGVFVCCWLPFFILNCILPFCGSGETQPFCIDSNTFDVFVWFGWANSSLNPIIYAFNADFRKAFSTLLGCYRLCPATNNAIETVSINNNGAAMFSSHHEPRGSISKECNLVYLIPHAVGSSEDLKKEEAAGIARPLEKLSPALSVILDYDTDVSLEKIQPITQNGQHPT
SF-1 act – activators of human nuclear receptor SF-1; activation, % at 10 µM; CHO-K1 Gal4-SF-1 LBD luciferase reporter; % increase over DMSO SF-1-specific signal; hit rate 1.9% among 65,000;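 active means activation above the mean activation of all tested compounds plus 3 SD, cut at about 50% in these data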
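Test system: transient Gal4-SF-1 LBD reporter, CHO-K1; Amount: 4,000 CHO-K1 cells per well; Doses: 10 µM only; Timing: compound exposure 20 h at 37 °C; Signal: luciferase light emission; Read-out basis: percent activation relative to DMSO median and mock-transfected background; Control set: DMSO negative control and −SF1 background wells; Replicates: one test per compound.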
TNAP act DEA – activators of human TNAP at intermediate phosphate acceptor; purified TNAP, CDP-star luminescence, 100 mM DEA, 30 min; hits give high values; scale: 0 levamisole-inhibited, 1 vehicle-only enzyme; activation factor at 20 µM; P05186; AID 813; 64,000 tested, under 10 active;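 active means activation factor of at least 2 at 20 µM, relative to controls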
Target sequence (P05186 whole entry, looked up): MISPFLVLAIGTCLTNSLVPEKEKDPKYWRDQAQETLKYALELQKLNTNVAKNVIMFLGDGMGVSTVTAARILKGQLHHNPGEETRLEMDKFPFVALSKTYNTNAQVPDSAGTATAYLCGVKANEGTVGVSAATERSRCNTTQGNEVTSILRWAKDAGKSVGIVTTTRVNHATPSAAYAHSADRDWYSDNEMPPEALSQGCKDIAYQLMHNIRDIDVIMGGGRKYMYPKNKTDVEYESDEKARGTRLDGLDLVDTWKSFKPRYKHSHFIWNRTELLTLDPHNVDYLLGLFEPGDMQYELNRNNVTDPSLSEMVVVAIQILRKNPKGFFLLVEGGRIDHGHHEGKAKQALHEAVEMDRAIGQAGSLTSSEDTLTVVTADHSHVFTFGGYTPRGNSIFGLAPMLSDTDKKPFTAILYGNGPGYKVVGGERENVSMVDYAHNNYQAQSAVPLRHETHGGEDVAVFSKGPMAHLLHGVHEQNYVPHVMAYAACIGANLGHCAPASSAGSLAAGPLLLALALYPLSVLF
M1 ag – activates the M1 muscarinic receptor; CHO-M1 cells, Fluo-4 calcium fluorescence, agonist mode; hits give high values; B-score at 10 µM; hit rate 3% among 64,000; AID 626;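 active means fluorescence rise, raw or as B-score row- and column-corrected plate score, outside the 99.7% band of its plate's samples, either direction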
Jurkat viability – cytotoxic compounds reducing Jurkat cell viability; Jurkat E6.1 viability, ATP luminescence, 48 h; inhibition, % at 4 µM; hit rate 1.2% among 56,000; AID 463;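 active means inhibition above the mean inhibition of all tested compounds plus 3 SD, cut at about 28% in these data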
HEK293 NFkB inh – lowers PMA/ionomycin-induced NF-kB signal in HEK293 cells; inhibition, % at 3 µM; hit rate 0.21% among 62,000; AID 465; HEK-293 NF-kB luciferase reporter, luminescence;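 active means inhibition above the mean of all tested compounds plus 3 SD, cut at about 40% in these data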;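 further: 0% = stimulated DMSO wells and 100% = 10 µM reference inhibitor 5653914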
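Material: HEK-293 cells with stable firefly luciferase reporter driven by four HIV NF-kB elements / Also added: PMA plus ionomycin mix as NF-kB-activating stimulus / Compound dosing: 3 µM once, 0.30% DMSO / Times: 1 h pretreatment, 16 h stimulation, 37 °C / Signal: luminescence / Evaluation: per-plate % inhibition versus controls / Benchmarks: DMSO and 10 µM reference inhibitor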
NADH coupling – blocks coupling enzymes of NAD/NADH assays. coupled PK/LDH NADH assays, four targets. IC50, µM (titrated, usually from 10 µM), for the others: at the top dose inhibition. hit rate 0.02% among 65,000. AID 774;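 active means single-dose screening hits from any of four coupled enzyme assays that gave an IC50 when retested across doses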;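 further: the DPM-DC format reads NADH fluorescence rather than 340 nm absorbance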
* hit, by the source's call; · = not tested or not shown; [ ] = remark or other dose. Outcome played no part in choosing rows; 15% or so of the library scored in one or more.

#	SMILES	M1 antag	Ecoli tolC	D1 allo mod	SF-1 act	TNAP act DEA	M1 ag	Jurkat viability	HEK293 NFkB inh	NADH coupling
1	O=C(Nc1ccc2c(c1)OCO2)C(c1ccccc1)N1CCN(C(=O)c2ccco2)CC1 (configuration not stated)	·	3	-0.72	-8	0.9	·	2	10	3%
2	CSc1nc(NC(C)C)nc(N2CCOCC2)n1	0.11	6	18*	-7	0.9	0.016	-1	14	5%
3	C=CCn1c(O)c(C(CC)=Nc2ccccc2NC(=O)CC)c(=O)[nH]c1=O	0.32	-15	-0.12	-7	0.9	-0.0096	-15	14	9%
4	COc1ccc(C2C(C(N)=O)=C(C)Nc3nc(-c4ccccc4Cl)nn32)c(OC)c1 (configuration not stated)	0.29	-2	0.11	10	0.9	0.72	-4	8	1%
5	CCOC(=O)N1CCN(C(=O)CSc2nc(-c3cccc(C)c3)ns2)CC1	0.083	30	-0.14	0	0.9	-0.067	0	3	6%
6	Cc1nc(-c2ccccc2)cc(N2CCCC2)n1	-0.52	-4	1.4	-29	1	-0.6	1	2	3%
7	CCOC(=O)c1cc(C)n(CCc2ccccc2)c1C	-0.37	29	-0.99	21	0.8	-0.51	-1	-7	0%
8	CCCCCNC(=O)c1ccc2c(=O)[nH]c3c(C(=O)NCC4CCCO4)sc(=S)n3c2c1 (configuration not stated)	-0.97	100*	-0.16	-5	0.9	0.31	9	0	3%
9	CN(C)c1ccc(C2N(c3ccc(F)cc3)C(=O)C3CCCN32)cc1 (configuration not stated)	0.094	-8	-0.011	2	1	0.063	0	-14	2%
10	O=C(CCCSc1nc2ccccc2[nH]1)NC1=NCCS1	1.7*	-8	·	-12	0.9	1.3	·	5	3%
11	CCOC(=O)c1c(NC(=O)c2cccs2)sc(C)c1CC	·	5	3.8*	-16	0.9	·	-4	23	2%[fluoresces]
12	CCOC(=O)C1=C(O)C(=O)N(c2ccc(S(N)(=O)=O)cc2)C1c1ccc(OC)cc1OC (configuration not stated)	·	-18	-0.044	8	0.8	·	-2	17	4%
13	Cc1ccc2c(c1)N(CC(=O)O)C(=O)CO2	1	-11	-0.3	5	1	0.18	·	16	6%
14	CC(=O)Nc1ccc(OCC(O)CN2CCN(c3ccc(C)c(Cl)c3)CC2)cc1 (configuration not stated)	-2.2	10	-2.6*	4	1.1	1.9*	14	4	2%
15	CCc1c(C)nc(/N=C(/NC(=O)c2ccccc2)Nc2ccccc2OC)[nH]c1=O	-0.069	-15	0.006	7	0.9	-1.1	-3	-2	9%
16	CCOc1ccc(CCNC(=O)CN(C)S(=O)(=O)c2cccc3nsnc23)cc1OCC	-0.92	-8	0.66	-6	0.9	-0.46	-3	23	5%
17	CC(=O)CC1(C)OC(N)=C(C#N)C1(C#N)C#N (configuration not stated)	1.1	-8	0.39	-6	0.9	0.69	-3	1	4%
18	COc1ccc(C2=NOC(C(=O)NCCCN3CCOCC3)C2)cc1 (configuration not stated)	0.58	-8	-0.27	13	0.9	-0.35	8	17	2%
19	CCOC(=O)Cn1c(=O)c2c(nc(Br)n2CC(=O)OCC)n(C)c1=O	0.086	1	-0.011	11	0.9	0.38	-3	11	6%
20	COc1ccccc1-c1cc(C(F)(F)F)nc(NCc2ccco2)n1	0.077	16	·	-17	0.9	-0.32	·	17	3%
21	COc1ccc(C2CC(c3ccc(C)cc3)Nc3nc(N)nn32)cc1 (configuration not stated)	0.0047	1	·	10	0.9	-0.78	·	·	1%
22	CCn1c(C(=O)N2CCCC(C(=O)NCCCc3ccccc3)C2)cc2sccc21 (configuration not stated)	-0.33	29	-1.7	-7	0.8	-0.71	15	10	3%
23	Nc1nc2n(n1)C(c1ccc(F)cc1)CC(c1ccc(F)cc1)N2 (configuration not stated)	-0.86	22	·	-8	0.9	0.013	·	·	2%
24	CCc1nnc2sc(-c3ccc(NC(=O)c4ccco4)cc3)nn12	0.0094	17	-0.37	21	0.9	-0.0069	2	13	6%
25	CCOC(=O)c1ccc(NS(=O)(=O)N2CCCCCC2)cc1	-0.25	35	0.086	24	1	-1.5	-4	5	5%
26	Cc1cccc(NC(=O)CSc2nnc(-c3ccco3)o2)c1C	0.22	17	0.21	-1	0.9	-0.022	2	0	1%
27	CCOC(=O)c1c(C)n(C)c2ccc(OC)c(NC(=O)CN3CCCCC3)c12	0.75	14	·	-13	0.9	1.5	·	·	1%
28	Cc1ccc(-c2nc3ncccn3c2NC2CCCC2)o1	0.22	10	-0.061	-8	0.9	-0.21	·	5	10%
29	CCNc1nc(NC(C)C)nc(N(C#N)C(C)C(=O)N(C)C)n1 (configuration not stated)	0.19	4	·	2	0.9	-0.19	·	·	3%
30	CC(=O)N1CN(C2CCCC2)Cc2c1sc1c2CCCC1	-0.85	0	·	-3	0.9	-0.034	0	3	4%
31	NC(=O)c1oc2ccccc2c1NC(=O)C1CCCCC1	0.054	2	1.7	7	1	1.1	0	17	2%
32	O=C(Oc1ccc(N2C(=O)CCC2=O)cc1)c1ccco1	-0.17	-7	·	2	0.9	-2.6	-3	-6	2%
33	CCOC(=O)c1c(C)c(C(=O)NCc2cccs2)c(C)n1C	-0.14	-4	·	-15	0.9	-1.2	4	7	10%
34	O=S(=O)(c1ccc(S(=O)(=O)N2CCCN(Cc3ccccc3)C2)cc1)N1CCCCCC1	-0.055	12	-0.14	23	0.8	1.2	-4	-1	3%
35	COc1ccc(Nc2nc(N3CCCC3)nc3ccccc23)c(OC)c1	-8.1*	55	-3.1	-29	0.9	-0.69	28*	16	12%
36	CC1CCN(c2nc3ccc(C(=O)O)cc3s2)CC1	0.79	-10	·	-94	1.1	-0.52	4	83*	5%
37	CCOc1ccc(N(CC(=O)Nc2ccc3c(c2)OCCO3)S(=O)(=O)c2c(C)noc2C)cc1	1.3	-3	-0.47	-7	1	0.14	-3	6	7%
38	O=S1(=O)CCN=C2SC3=C(CCCC3)N21	0.048	-17	-0.063	-14	0.9	0.17	8	13	3%
39	O=C(CN(Cc1ccco1)C(=O)CNS(=O)(=O)c1ccc(Cl)cc1)NCc1ccc(F)cc1	-0.4	-11	0.097	4	0.8	0.64	-2	7	2%
40	O=C(Nc1cccs1)NC1CCCC1	-0.59	7	1.5	-7	0.9	-0.082	-1	3	4%
41	CS(=O)(=O)Nc1ccc(Cc2ccc(NS(C)(=O)=O)cc2)cc1	-3.2*	6	-1.3	-8	0.9	-0.065	-3	17	4%
42	N#Cc1nc(COc2ccc(Cl)cc2)oc1NCc1ccc2c(c1)OCO2	-0.15	23	-0.11	5	1	-0.15	·	7	5%
43	Cc1cc(=O)[nH]c(SCC(=O)C23CC4CC(CC(C4)C2)C3)c1C#N	-0.29	70*	-0.039	6	0.9	0.26	3	0	6%
44	O=C(O)CSCCCC(=O)Nc1ccc(Br)cc1	0.88	-22	·	11	0.9	0.56	-2	15	7%
45	COc1cccc(C(=O)N(Cc2nc(-c3ccc(C)cc3)no2)C(C)C)c1	1.1	10	0.029	9	0.9	-0.15	3	5	5%
46	COC(=O)COc1cccc(NC(=O)c2cccs2)c1	0.02	-10	0.83	8	0.9	0.079	8	7	0%
47	O=C(C1CCC(C(=O)N2CCCCC2)CC1)N1CCCCC1 (configuration not stated)	1.4	-2	-0.2	-4	0.8	-0.35	-2	4	6%
48	COc1ccc(-c2noc(CCC(=O)N3CCN(c4cc(C)ccc4C)CC3)n2)cc1	0.17	56	-0.66	9	0.9	0	·	10	3%
49	COc1ccc(N2C(=O)C3CCCN3C2c2cccc(F)c2)cc1Cl (configuration not stated)	0.22	-9	-0.071	7	0.8	-0.35	-9	-2	7%
50	Nc1nnc(CSCc2ccccc2)s1	0.19	1	0.57	4	0.9	0.17	3	8	5%
51	O=C(NCCN1CCOCC1)c1cc(-c2ccco2)on1	0.62	-19	-0.18	24	0.9	0.062	7	10	3%
52	COC(=O)c1[nH]cnc1C(=O)c1ccccc1	0.27	-19	0.45	0	0.9	0.42	3	4	3%
53	O=C(C1CCN(S(=O)(=O)c2ccc3ccccc3c2)CC1)N1CCN(c2ncccn2)CC1	0.42	9	0.58	-10	0.9	-0.96	8	11	6%
54	COc1ccc(CN2CCN(c3cccc(C)c3C)CC2)cc1OC	-2.2	5	-2	1	0.9	-0.014	3	13	21%
55	Cc1sc2nc(SCC(=O)NCc3ccco3)n(CCc3ccccc3)c(=O)c2c1C	0.094	8	0.27	-18	1	0.95	2	11	2%
56	CCOC(=O)CSC1=C(C#N)C(c2ccc(Cl)cc2)CC(=O)N1 (configuration not stated)	0.98	15	3.5	9	1	3*	2	4	6%
57	O=C1NCCCc2nc(Oc3ccccc3)sc21	-3.3*	-11	0.11	7	0.9	-0.51	4	8	1%
58	COc1ccc(OC)c(C2C(C#N)=C(N)Oc3c2c(C)nn3-c2ccc(C)cc2)c1 (configuration not stated)	1.7	-2	-0.86	6	1	0.028	-3	17	4%
59	N#CC(C(=O)OC1CCCCC1)c1nc2ccccc2nc1N1CCOCC1 (configuration not stated)	4.8*	19	1.5	-13	0.8	72*	-1	5	5%
60	CCc1ccccc1N(CC(=O)N1CCN(c2ccc(F)cc2)CC1)S(C)(=O)=O	-0.13	-1	0.07	-4	0.9	-1.1	-4	8	3%

Next section:
#	SMILES	M1 antag	Ecoli tolC	D1 allo mod	SF-1 act	TNAP act DEA	M1 ag	Jurkat viability	HEK293 NFkB inh	NADH coupling
61	O=C(CSc1nnc(C2CCCCC2)o1)N1CCCCC1	-0.0098	-8	1.9	9	0.9	-0.28	-6	13	4%
62	O=C(Cc1cccs1)N(c1ccccc1)C1C=CS(=O)(=O)C1 (configuration not stated)	0.33	-7	0.079	-1	1	0.27	1	-2	2%
63	O=c1cc(CSc2nnnn2-c2ccccc2)nc2scc(-c3ccccc3)n12	0.46	0	0.076	-6	0.8	0.22	-3	14	5%
64	O=C(Nc1cccc(F)c1)C1CCN(c2nnnn2-c2ccccc2)CC1	0.14	26	-0.63	6	0.9	-0.75	8	14	3%
65	c1ccc2c(CNCCN3CCOCC3)cccc2c1	0.43	3	-0.58	-7	1	-0.058	0	5	7%
66	N#Cc1nc(COc2ccc(-c3ccccc3)cc2)oc1NCc1cccnc1	-0.34	89*	-1.5	-9	0.9	0.26	17	21	9%
67	Cc1[nH]c2ccccc2c1C(=O)COC(=O)C1CC(=O)N(Cc2ccco2)C1 (configuration not stated)	0.0066	2	·	-9	1	2	4	0	5%
68	CCOC(=O)C1=C(C)N2C(=C(C#N)[C@@H]1c1ccc(C(=O)OC)cc1)SC[C@@]2(O)C(C)(C)C	-0.21	·	·	-9	1	-0.57	-5	18	5%

Sorted by SMILES length (smallest number first): 3 of the compounds above.
#	SMILES	M1 antag	Ecoli tolC	D1 allo mod	SF-1 act	TNAP act DEA	M1 ag	Jurkat viability	HEK293 NFkB inh	NADH coupling
17	CC(=O)CC1(C)OC(N)=C(C#N)C1(C#N)C#N (configuration not stated)	1.1	-8	0.39	-6	0.9	0.69	-3	1	4%
54	COc1ccc(CN2CCN(c3cccc(C)c3C)CC2)cc1OC	-2.2	5	-2	1	0.9	-0.014	3	13	21%
41	CS(=O)(=O)Nc1ccc(Cc2ccc(NS(C)(=O)=O)cc2)cc1	-3.2*	6	-1.3	-8	0.9	-0.065	-3	17	4%
